# OX1R antag-1 – blocks the human orexin 1 receptor; O43613; OX1R-expressing cells, FRET antagonist read-out; inhibition, % at 6.6 µM; hit rate 1.8% among 330,000; AID 485270; in the data active means inhibition mostly above about 38%, no sharp cut-off; inactive means mostly below about 40%;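 further: 0% = agonist challenge alone and 100% = reference antagonist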
# Target sequence (O43613 whole entry, looked up): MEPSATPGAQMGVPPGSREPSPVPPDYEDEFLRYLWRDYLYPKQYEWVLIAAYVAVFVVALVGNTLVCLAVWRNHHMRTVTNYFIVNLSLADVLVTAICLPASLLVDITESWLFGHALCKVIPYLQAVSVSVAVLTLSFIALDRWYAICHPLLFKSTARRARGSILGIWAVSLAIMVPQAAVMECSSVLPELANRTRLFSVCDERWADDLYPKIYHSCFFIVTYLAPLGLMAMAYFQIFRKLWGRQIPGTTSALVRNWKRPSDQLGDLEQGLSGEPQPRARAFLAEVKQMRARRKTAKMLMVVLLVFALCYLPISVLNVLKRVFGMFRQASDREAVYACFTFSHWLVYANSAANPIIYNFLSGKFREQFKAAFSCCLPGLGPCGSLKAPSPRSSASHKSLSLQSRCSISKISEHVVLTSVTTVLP
# OX1R antag-2 – blocks the human orexin 1 receptor; O43613; CHO/OX1R cells, Fluo-8 calcium fluorescence, orexin A; inhibition, % at 5 µM; hit rate 0.43% among 330,000; AID 434989;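 active means inhibition above its plate's threshold, mean inhibition of all tested compounds on the plate plus 3 SD, cut at about 37% in these data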;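 further: 0% = orexin A challenge wells and 100% = SB-334867-A antagonist wells; not every result past the cut was called active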
# CHT PAM – allosteric activators of human choline transporter CHT. Q9GZV3. CHT-expressing cells, membrane potential dye, choline EC20; stronger effect = higher value; LV-AA mutant CHT in HEK293 cells. B-score at 10 µM. hit rate 0.49% among 310,000. AID 488977;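 active means initial fluorescence not abnormally high and integrated response B-score, plate-corrected, over 3 SD above library mean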
# Target sequence (Q9GZV3 whole entry, looked up): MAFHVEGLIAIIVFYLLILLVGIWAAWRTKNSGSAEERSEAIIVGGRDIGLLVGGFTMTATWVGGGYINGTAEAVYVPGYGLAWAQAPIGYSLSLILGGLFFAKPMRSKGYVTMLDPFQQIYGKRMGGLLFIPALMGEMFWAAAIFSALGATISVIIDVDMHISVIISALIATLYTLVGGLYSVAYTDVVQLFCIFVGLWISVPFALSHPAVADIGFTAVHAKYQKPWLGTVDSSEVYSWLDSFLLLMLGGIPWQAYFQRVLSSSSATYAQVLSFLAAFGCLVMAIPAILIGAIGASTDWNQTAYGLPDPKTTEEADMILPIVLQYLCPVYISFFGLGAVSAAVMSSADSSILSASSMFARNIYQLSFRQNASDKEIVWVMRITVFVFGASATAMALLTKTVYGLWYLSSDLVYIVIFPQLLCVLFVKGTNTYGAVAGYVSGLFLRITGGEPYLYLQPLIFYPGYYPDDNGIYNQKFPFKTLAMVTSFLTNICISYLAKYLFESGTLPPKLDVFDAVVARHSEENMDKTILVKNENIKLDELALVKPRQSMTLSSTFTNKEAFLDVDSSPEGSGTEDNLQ
# Active calls of the source: *; i = inactive; / = no result given. No enrichment for hits; any-hit rate near 2.5%.
# Values run as follows: CHT PAM	OX1R antag-2	OX1R antag-1
- CC(C)c1c(O)nc(SCc2ccccc2)[nH]c1=O
  i	2	17
- CSc1nc(N)c2c3c(sc2n1)COC(C(C)C)C3 (centres undefined)
  i	-12	10
- CCOC(=O)c1ccc2ncc(C(=O)OCC)c(NCCCN3CCOCC3)c2c1
  i	-15	7
- CCN(CC)CCNC(=O)c1cn(-c2ccccc2)nc1-c1cccs1
  i	-11	14
- CCOC(=O)C1(Cc2ccc(OC)cc2)CCN(C(=O)c2cncs2)CC1
  i	-15	18
- Cc1ccc(Cn2nnc3c(=O)n(CC(=O)NCC4CCCO4)cnc32)cc1 (centres undefined)
  i	3	4
- CCCN1CCN(CCCNC(=O)Cn2nc(-c3ccccc3)ccc2=O)CC1
  i	6	19
- COc1ccc(OCCSc2nc3ccccc3c(=O)[nH]2)cc1
  i	-6	10
- CCOc1ccccc1Nc1cc2n(c(=O)n1)CCc1cc(OC)c(OC)cc1-2
  i	-38	16
- COc1cc(NC(=O)COC(C)=O)c(C)cc1[N+](=O)[O-]
  i	4	17
- COc1cccc(-c2nnc3n2N=C(c2cccc(Br)c2)CS3)c1
  i	-17	2
- COc1ccc(C(=O)NCC(=O)NC2=NCCS2)cc1
  i	-1	7
- COCCCNC(=O)C(CC(N)=O)NC(=O)OCc1ccccc1 (centres undefined)
  i	-16	6
- CCOC(=O)C1=C(C)NC(C)=C(C(=O)OCC)C1C(=O)OCC(=O)NCc1ccco1
  /	-24	7
- CC(CNS(=O)(=O)c1ccc2c(c1)CC(=O)N2C)c1ccccc1 (centres undefined)
  i	-19	21
- O=c1cc2[nH]c3ccccc3c(=O)n2nc1-c1ccccc1
  i	-25	43
- COc1ccccc1OCCn1cc(/C=N/NC(N)=S)c2ccccc21
  i	-3	12
- CCS(=O)(=O)NCCc1csc(C)n1
  i	3	18
- COC(=O)c1ccc(C(=O)OC)c(NC(=O)C2CC2)c1
  i	-3	-2
- Cc1cc(NC(=O)COC(=O)c2c(C)nn(-c3ccccc3)c2C)no1
  i	-16	9
- COc1ccc(C(=O)Nc2ccc(S(=O)(=O)Nc3cc(C)nc(C)n3)cc2)cc1
  i	-9	9
- O=C(N/N=C1/CCCc2ccccc21)C(c1ccccc1)c1ccccc1
  i	-30	4
- CCCc1cc(C(=O)N/N=C/c2ccc(C)o2)c2ccccc2n1
  i	-33	16
- Cc1ccc(C(C)NC(=O)C2CCCO2)cc1C (centres undefined)
  i	-17	4
- CC(C)Cn1c(N)c(C(=O)CSc2nnc(-c3ccco3)n2C)c(=O)n(C)c1=O
  /	-8	6
- COc1ccc(C2=Nn3c(nnc3-c3ccccc3C(F)(F)F)SC2)cc1OC1CCOC1 (centres undefined)
  /	-20	10
- Cc1ccc(NS(=O)(=O)c2ccc(NC(=O)c3ccccc3C(=O)O)cc2)cc1C
  i	-14	-2
- COc1cccc(/C=C2\SC(=S)N(CCCC(=O)N(CCO)c3ccccc3)C2=O)c1
  i	-15	18
- CCCOc1ccc(/C=N/NC(=O)C(=O)Nc2ccccn2)cc1
  i	-10	9
- O=C(O)c1cccc(NS(=O)(=O)c2ccc(Cl)c(C(=O)Nc3cccc([N+](=O)[O-])c3)c2)c1
  i	-13	23

# The closing 5 records of the part before are carried over, then new ones follow.
# Values run as follows: CHT PAM	OX1R antag-2	OX1R antag-1
- COc1ccc(C2=Nn3c(nnc3-c3ccccc3C(F)(F)F)SC2)cc1OC1CCOC1 (centres undefined)
  /	-20	10
- Cc1ccc(NS(=O)(=O)c2ccc(NC(=O)c3ccccc3C(=O)O)cc2)cc1C
  i	-14	-2
- COc1cccc(/C=C2\SC(=S)N(CCCC(=O)N(CCO)c3ccccc3)C2=O)c1
  i	-15	18
- CCCOc1ccc(/C=N/NC(=O)C(=O)Nc2ccccn2)cc1
  i	-10	9
- O=C(O)c1cccc(NS(=O)(=O)c2ccc(Cl)c(C(=O)Nc3cccc([N+](=O)[O-])c3)c2)c1
  i	-13	23
- CC(=C1C(=O)c2ccccc2C1=O)N1CCN(Cc2ccccc2)CC1
  i	-29	9
- COc1ccc(N2CCN(C(=O)C3CCN(C(=O)c4cccc(Cl)c4)CC3)CC2)cc1
  i	-29	18
- Cc1nc(NNC(=O)c2ccc(Cl)cc2Cl)cc(-c2ccccc2)n1
  i	-34	25
- O=C(N/N=C/C=C/c1ccccc1[N+](=O)[O-])c1cccnc1
  i	-13	47*
- CCOC(=O)/C(=N\Nc1ccc(Cl)cc1)Sc1nnc(-c2ccc(OC)cc2)n1C
  i	-22	3
- Clc1ccccc1OCCCCN1CCCCC1
  i	-4	2
- CC(OC(=O)Cc1ccccc1[N+](=O)[O-])C(=O)Nc1ccc(Cl)cn1 (centres undefined)
  i	-30	16
- CCN(CC)c1cc2nonc2c2nonc12
  i	-27	12
- CCSC1=N/C(=C\C=C2/Oc3ccccc3N2CC)C(=O)S1
  i	32	42
- O=C(Nc1nc(-c2cccs2)cs1)c1ccc([N+](=O)[O-])o1
  /	-3	6
- O=C(c1cccc([N+](=O)[O-])c1)N1CCCN(C(=O)c2cccc([N+](=O)[O-])c2)CC1
  i	-6	42
- COc1ccccc1N1CCN(CC(=O)Nc2nccs2)CC1
  i	-11	-12
- COc1ccc(S(=O)(=O)Nc2c(O)c3ccccc3oc2=O)cc1
  i	-14	18
- O=C(O)c1ccc2c(c1)C(=O)N(c1ccc(C(=O)OCC(=O)c3ccccc3)cc1)C2=O
  i	-2	16
- O=C(O)C1Nc2c(Cl)cc(Cl)c(Cl)c2C2C=CCC12 (centres undefined)
  i	-11	1
- COc1ccc(-n2nc(C(=O)N3CCC(N4CCCCC4)CC3)c3c4ccccc4n(C)c3c2=O)cc1
  i	-18	13
- CNC(=O)c1[nH]cnc1C(=O)N[C@@H](CCCCNC(=O)OC(C)(C)C)C(=O)OC(C)(C)C
  i	-12	11
- Cc1ccc(S(=O)(=O)NN2C(=O)/C(=C/c3ccc(F)cc3)SC2=S)cc1
  i	-7	2
- CC(CN1C(C)CCCC1C)OC(=O)c1ccc(Cl)cc1 (centres undefined)
  i	-23	13
- NC(=O)C1CCN(CC(=O)N2N=CCC2c2ccccc2)CC1 (centres undefined)
  i	-13	1
- CC(C)OCCCNC(=O)c1c(N)n(/N=C/c2ccccn2)c2nc3ccccc3nc12
  i	-28	17
- NC(=O)c1cc(-c2cccnc2)nc2ccc(Br)cc12
  i	-8	31
- Cc1ccc(C)c(NC(=O)CCNS(=O)(=O)c2ccc3[nH]c(=O)oc3c2)c1
  i	-12	42
- CCC(C)(C)NC(=O)c1ccc2c(c1)S(=O)(=O)c1ccccc1C2=O
  i	-37	61
- O=C(NOC(=O)c1c(F)cccc1Cl)c1ccc(Cl)c(Cl)c1
  i	-3	-2
- O=C(O)c1cc(Cl)c(Cl)cc1C(=O)NCc1ccco1
  i	9	15
- CCOC(=O)c1ccc(N/C=C/C(=O)c2ccc(OC)cc2)cc1
  i	-27	8
- CCCCC(=O)N/N=C/c1sccc1C
  i	-6	6
- COc1ccc(/C=N/NC(=O)CN2CCCC2)cc1
  i	-12	-2
- O=C(COc1ccc2ccc(=O)oc2c1)Nc1nccs1
  i	-17	17

# For convenience, part of the list above:
# Values run as follows: CHT PAM	OX1R antag-2	OX1R antag-1
- COc1ccc(/C=N/NC(=O)CN2CCCC2)cc1
  i	-12	-2
- O=C(COc1ccc2ccc(=O)oc2c1)Nc1nccs1
  i	-17	17

# Results in OX1R antag-1 and CHT PAM, for four of the compounds above:
SMILES,OX1R antag-1,CHT PAM
O=C(NOC(=O)c1c(F)cccc1Cl)c1ccc(Cl)c(Cl)c1,-2,i
O=C(O)c1cc(Cl)c(Cl)cc1C(=O)NCc1ccco1,15,i
CCOC(=O)c1ccc(N/C=C/C(=O)c2ccc(OC)cc2)cc1,8,i
CCCCC(=O)N/N=C/c1sccc1C,6,i

# The list goes on.
# Values run as follows: CHT PAM	OX1R antag-2	OX1R antag-1
- Cc1cccc(OCC(=O)O/N=C(\N)Cc2ccc([N+](=O)[O-])cc2)c1
  i	-9	8
- COc1ccc2c(c1)SCCC2=O
  i	10	27
- CCC(C)(NC(=O)CNC(C)=O)C(=O)NC1CCCCC1 (centres undefined)
  i	-11	12
- Clc1cc(Br)ccc1OCCOCCN1CCOCC1
  i	6	10
- Cc1cccc(C)c1NC(=O)c1cccc(N2C(=O)C3CCC(C)CC3C2=O)c1 (centres undefined)
  i	-34	29
- CC(=O)Nc1cccc(C(=O)Nc2ccc(S(=O)(=O)N3CCCCC3)cc2)c1
  i	-14	12
- C[C@H]1CN=C(N(C)C)N1CC1CCCCC1
  i	-5	21
- CCOc1ccc(NC(=O)NCCCN2CCCC2)cc1
  i	0	16
- COc1ccccc1N1CCN(C(=O)c2cc3sccc3n2C)CC1
  i	-29	17
- O=C(CSc1ncc(C(F)(F)F)cc1Cl)N1CCNC1=O
  /	-18	4
- COc1ccccc1N1CCN(CC(=O)c2ccc(F)cc2)CC1
  i	-15	12
- NC1=NC(=O)/C(=C\c2cccs2)S1
  i	-25	50
- CC(=O)Nc1c(C(=O)c2ccccc2)oc2ccccc12
  i	-19	18
- CCOc1ccc(-c2nonc2NC(=O)c2ccco2)cc1OCC
  i	-43	11
- CSCc1c(C(=O)Nc2ccccc2N2CCOCC2)oc2ccccc12
  /	3	3
- CC(C)c1ccc(NC(=O)NCc2ccc3c(c2)OCO3)cc1
  i	1	10
- Cc1ccc(CC(=O)O/N=C(\N)Cc2ccc([N+](=O)[O-])cc2)cc1
  i	-10	13
- COc1ccc(-c2nnc(NC(=O)Cc3ccccc3)s2)c(OC)c1
  i	-13	13
- COc1cc(/C=C/C(=O)N2CCN(c3ccccn3)CC2)cc(OC)c1OC
  i	-6	25
- CCCN1CCN(C(=O)Cn2ncc3c([nH]c4ccc(C)cc43)c2=O)CC1
  i	-18	3
- NC(=O)NC(=O)COC(=O)c1ccccc1Oc1ccccc1
  i	4	9
- COc1cccc(C(c2nnnn2Cc2ccco2)N2CCN(Cc3ccccc3)CC2)c1OC (centres undefined)
  i	-50	13
- CC(C)Oc1ccc(NC(=O)CCC(=O)O)cc1
  i	-11	9
- O=C(CCC(=O)c1ccc(F)cc1)NCc1ccccc1C(F)(F)F
  i	-18	9
- COc1ccccc1OCCOCCOc1c(C)cc(C)cc1Br
  i	-30	32
- CC(=O)N1CCN(C(=O)c2ccc3c(c2)OCO3)CC1
  /	-4	4
- COC(=O)c1ccc(NC(=O)c2cn(-c3ccccc3)nc2-c2ccncc2)cc1
  i	-7	29
- Cc1ccc(-c2nc(N)nc(N)n2)c(C)c1
  i	9	10
- COc1ccc([C@H]2CC(=O)C=C(c3cc4ccccc4s3)C2)cc1OC
  /	-6	4
- O=C(O)c1cccc(-n2sc3ccccc3c2=O)c1
  /	-14	-7

# With a hit mark in OX1R antag-1 (from the list above):
SMILES | OX1R antag-2 | OX1R antag-1
O=C(N/N=C/C=C/c1ccccc1[N+](=O)[O-])c1cccnc1 | -13 | 47*

# Next part.
# Values run as follows: CHT PAM	OX1R antag-2	OX1R antag-1
- C=CCn1cc(C(=O)NCCCOC)c(=O)c2cc(S(=O)(=O)N(CC)CC)ccc21
  i	-17	15
- C=CCn1c(=S)[nH]c2ccc(Br)cc2c1=O
  i	-21	42
- N#Cc1ccc(OCC(=O)OCC(=O)NCCC2=CCCCC2)cc1
  i	3	29
- Cc1cccc(Nc2nc(-c3c(C)nc4ccccn34)cs2)c1
  i	70*	32
- CCC1=NN2C(=N)/C(=C\c3cccn3-c3ccc(C)c(C)c3)C(=O)N=C2S1
  i	-16	26
- COc1ccc(Cl)cc1C(=O)NCC(c1ccco1)N1CCCC1 (centres undefined)
  i	-30	14
- COc1ccc(NC(=S)N2CCN(Cc3ccco3)CC2)c(OC)c1
  i	-12	24
- CC(=O)c1c(C)[nH]c(C(=O)CSc2nnc(-c3ccco3)n2Cc2ccccc2)c1C
  i	-27	15
- COC(=O)C(C#N)c1nc2ccccc2nc1N1CCCC1 (centres undefined)
  i	-16	21
- O=C(Nc1nnc(Cc2ccccc2)s1)C1CCN(C(=O)c2ccco2)CC1
  i	-17	14
- CCOC(=O)C1(CC2CCCCO2)CCN(Cc2ccccc2-c2ccco2)CC1 (centres undefined)
  i	-34	23
- COc1cccc(N2CCN(c3nc(C)c(C)c(=O)[nH]3)CC2)c1
  i	-2	11
- CC(C(=O)O)N1C(=O)/C(=C/c2cccn2C)SC1=S (centres undefined)
  i	-5	21
- COc1cc(N=C2C(=O)N3CCCc4cccc2c43)cc(OC)c1
  i	-24	8
- CN1CCN(Cc2nc3c([nH]2)c(=O)[nH]c(=O)n3C)CC1
  i	1	13
- O=C(O)CC1S/C(=N\N=C/c2ccccc2O)N(c2ccc(O)cc2)C1=O (centres undefined)
  i	-14	31
- COc1ccc(N(CC(=O)N2CCc3ccccc3C2)S(C)(=O)=O)cc1OC
  i	-12	13
- CC1(C)Cc2c(sc(NC(=O)COc3cccc4ccccc34)c2C#N)C(C)(C)N1
  i	26	9
- O=C(N/N=C\c1cccc(Cl)c1)c1n[nH]c2c1CCCC2
  i	-13	12
- Cn1c(=O)c2c(nc(N3CCc4ccccc4C3)n2C)n(C)c1=O
  i	-22	3
- O=C(OCCCN1C(=O)c2ccccc2C1=O)c1ccco1
  i	-17	17
- Cc1cccc(C(C)C)c1NC(=O)C1CN(S(=O)(=O)c2ccccc2)CCN1S(=O)(=O)c1ccccc1 (centres undefined)
  i	-16	8
- O=c1[nH]c(C2CCN(S(=O)(=O)c3ccccc3)CC2)nc2c1nnn2Cc1cccc(Cl)c1
  i	-15	-1
- COc1cc(/C=C(\C#N)C(=O)N2CCOCC2)ccc1OCc1ccccc1
  i	-8	16
